Assay outcomes deposited in PubChem by National Center for Advancing Translational Sciences (NCATS).
aSyn yeast inh: rescues yeast growth from alpha-synuclein toxicity; Yeast expressing alpha-synuclein, growth rescue, BacTiter-Glo, 24 h; Potency, µM (series often up to 46.1 µM), without a hit: at the highest dose growth rescue (activation), hits mostly activators; 370,000 compounds, 0.14% hits; AID 652106; further: potency means the concentration at half of the fitted maximal effect; % of control where 0% means no effect; nearly all actives have a fitted effect of over 65% in size
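Galactose-induced alpha-syn yeast (OD600=0.02, raffinose-pregrown) + pinned cpd, 24 hr, 30 deg C; growth by BacTiter-Glo luminescence. Growth restoration scores as activation.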
TDP43 rescue: rescues yeast growth from TDP-43 toxicity; TDP-43 expressing yeast growth rescue, BacTiter-Glo, 24 h; Potency, µM (highest dose often 46.1 µM), inactives show at the top dose growth rescue (activation), actives largely listed as activators; 410,000 compounds, 1.8% hits; further: potency means the concentration at half of the fitted maximal effect; % of control where 0% means no effect; nearly all actives have a fitted effect of over 50% in size
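Growth rescue of TDP-43-toxic yeast measured as ATP luminescence (BacTiter-Glo). Cells grown to mid-log in raffinose, induced in galactose at OD600=0.02, exposed to compound 24 hr at 30 deg C.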
EPAC2 agonist: activates human EPAC2 exchange factor; Q8WZA2; EPAC2 activation, biochemical qHTS; response scale: 100% = 6.5 mM cAMP response; Potency, µM (doses to about 154 µM), inactives show at the top dose activation, usual class: activators; 360,000 compounds, 0.079% hits; AID 720711; further: potency means the concentration at half of the fitted maximal effect; nearly all actives have a fitted effect of over 50% in size
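Guanine nucleotide exchange by EPAC2 is measured as reduced fluorescence of BODIPY-GDP once it is released from 250 nM Rap1B. Plates are read kinetically for 30 min at room temperature; results are scaled to 6.5 mM cAMP.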
FUS yeast rescue: FUS proteinopathy suppression in yeast; 390,000 compounds, 0.24% hits; S. cerevisiae FUS-expressing, growth rescue, OD600, 24 h; Potency, µM (top dose mostly 76.6 µM), for inactives: at the top dose growth rescue (activation), actives largely listed as activators;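 further: potency means the concentration at half of the fitted maximal effect; plate controls were DMSO vehicle for no effect and reference control for full effect; nearly all actives have a fitted effect of over 55% in size; some results filed as inactive show a strong effect at the top dose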
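S. cerevisiae expressing FUS from galactose induction served as the toxicity model. Growth after 24hr at 30C, read as absorbance at 600 nm, indicates suppression of toxicity; compounds dosed at several concentrations.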
DRD3 agonist: activates the human D3 dopamine receptor; max activation, %; AID 652048; 410,000 compounds, 0.58% hits; D3R DiscoveRx beta-arrestin cells, luminescence, 90 min; P35462; in the data active means max activation above about 30%; further: 0% is about no effect; mostly tested at two doses, the higher about 12 µM
Target sequence (P35462 whole entry, looked up): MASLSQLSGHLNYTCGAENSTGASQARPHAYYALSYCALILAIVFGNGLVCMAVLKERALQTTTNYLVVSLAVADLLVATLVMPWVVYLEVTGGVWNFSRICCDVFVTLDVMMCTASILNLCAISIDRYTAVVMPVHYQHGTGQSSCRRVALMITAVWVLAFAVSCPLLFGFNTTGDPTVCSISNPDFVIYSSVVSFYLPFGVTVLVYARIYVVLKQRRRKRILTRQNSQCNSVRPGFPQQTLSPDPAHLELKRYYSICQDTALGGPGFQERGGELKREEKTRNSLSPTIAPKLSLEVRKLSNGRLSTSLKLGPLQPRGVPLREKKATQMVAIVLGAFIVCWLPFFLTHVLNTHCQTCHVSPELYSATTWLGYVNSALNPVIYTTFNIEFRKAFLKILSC
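Agonist mode: compounds and dopamine controls were applied to plated cells for 90 min at 37 degrees C after an overnight attachment at 1500 cells/well. Luminescent read-out followed 30 - 60 minutes at room temperature with DiscoveRx detection reagent.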
EPAC2 antag: blocks human EPAC2 exchange factor; Q8WZA2; EPAC2 GEF exchange of Rap1B-BODIPY-GDP, fluorescence; Potency, µM (highest dose often 114 µM), without a hit: at the highest dose activity, negative = inhibition, actives largely listed as inhibitors; 360,000 compounds, 0.18% hits; AID 720708; further: potency means the concentration at half of the fitted maximal effect; on the % scale 0 is the no-effect control and ±100 the full control effect; nearly all actives have a fitted effect of over 45% in size; many of its hits are not listed in these tables
D3 antag: D3 dopamine receptor (human) antagonism. P35462. D3R cells, DiscoveRx beta-arrestin luminescence, antagonist mode; stronger effect = lower value. max response, negative = inhibition, %. 360,000 compounds, 2.5% hits; in the data active means max response below about -50%; inconclusive means no clear call, values can overlap the other calls; further: on the % scale 0 is the no-effect control and ±100 the full control effect; mostly tested at two doses, the higher about 12 µM
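Cells plated overnight at 1500 cells/well, then exposed to library compounds with dopamine controls for 90 minutes at 37 degrees C. DiscoveRx reagent added for 30–60 minutes at room temperature; luminescence read, quantitative HTS format.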
Abeta yeast res: compounds reversing amyloid beta toxicity in yeast | yeast expressing A-beta42, growth rescue, OD600, 48 h; response scale: 0% DMSO, 100% iron-clioquinol control | AID 1347071 | Potency, µM (doses to about 46.1 µM), without a hit: at the top dose growth rescue, hits mostly activators | 410,000 compounds, 0.063% hits; further: potency means the concentration at half of the fitted maximal effect; nearly all actives have a fitted effect of over 55% in size
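Growth rescue measured by 600 nm absorbance after 48 h yeast culture at 30 C with compound. Values normalized between DMSO and an equimolar ferric chloride plus clioquinol control.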
Numbers without * were called inactive; ? = inconclusive; · = not tested or not shown; [ ] = remark or other dose. Unless noted, the call rests on the fitted dose curve; in most records, active means well fitted curve in the direction sought with a large enough effect; inconclusive means small, poorly fitted or top-dose-only effect, or another doubt; inactive means no such curve, though single readings can be large; an effect the other way counts as inactive or inconclusive.

smiles,aSyn yeast inh,TDP43 rescue,EPAC2 agonist,FUS yeast rescue,DRD3 agonist,EPAC2 antag,D3 antag,Abeta yeast res
Cc1cccnc1NC(=O)Nc1ccc(F)cc1,-0.6%,10.3%,5.6%,-6.9%,-3.4,2.8%,10.8,3.1%
CCOc1cc(C(=O)NCCc2ccc(S(N)(=O)=O)cc2)cc(OCC)c1OCC,1.0%,-10.7%,-2.8%,-2.1%,-2.1,3.6%,2.0,8.5%
O=C(COc1cc([N+](=O)[O-])cc2cccnc12)NCCC1=CCCCC1,4.0%,12.5%,2.4%,4.2%,-5.0,-4.7%,-4.8,-2.5%
Cc1ccc(/C=C(\C#N)c2nn(-c3ccccc3)c(N)c2C#N)cc1,-0.6%,11.3%,3.7%,·,1.9,-17.2%,?,22.0%
Cc1csc(Sc2ccc(C(=O)OCC(=O)Nc3ccc(F)cc3[N+](=O)[O-])cc2[N+](=O)[O-])n1,9.6%,-3.6%,13.9%,6.4%,-8.2,0.7%,-0.7,-7.7%
COc1ccccc1NC(=O)N1c2ccccc2Sc2ccccc21,·,-13.6%[9.22 µM],·,?,-10.1,·,·,-15.0%
CSc1ncccc1C(=O)OCn1nnc2ccccc2c1=O,?,?,12.2%,?,7.5,2.0%,17.8,-71.7%[inhibitor]
Cc1csc(C(C#N)C(=O)c2cc3ccccc3o2)n1 (stereo unspecified),1.0%,-38.3%[inhibitor],6.3%,12.7%,-8.6,2.5%,-9.4,-6.6%
Fc1ccc(-n2nnc(-c3cccnc3Cl)n2)cc1,-0.3%,7.0%,1.6%,-13.2%,-10.7,-3.9%,-16.2,-2.2%
CN(C(=O)c1ccco1)c1ccccc1C(=O)O,0.1%,-8.0%,6.4%,-18.0%,-6.2,-2.3%,3.6,-11.8%
COc1ccc(C(=O)N2CCN(c3nc4c(OC)cccc4s3)CC2)cc1OC,·,16.3%,·,18.1%,-0.4,·,·,7.9%
C=CCN=C(NC#N)SCC(=O)NCc1ccccc1,-1.5%,17.4%,5.7%,-18.1%,-7.9,5.7%,-28.6,-16.1%[9.22 µM]
O=CN1CCN(C2CC(=O)N(c3ccc4c(c3)OCO4)C2=O)CC1 (stereo unspecified),-1.7%,1.9%,1.9%,15.9%,-4.4,14.0%,-17.5,-5.5%
Cc1ccc(S(=O)(=O)CCc2nnc(NC(=O)C3CCCCC3)s2)cc1,3.0%,-1.8%,-2.2%,-12.2%,0.6,1.5%,15.2,10.5%
COC(=O)c1cnc(Nc2nc(C(N)COCc3ccccc3)cs2)nc1C(F)(F)F (stereo unspecified),-3.4%,1.8%,3.6%,14.9%,0.3,1.8%,23.3,-7.8%
C=CCn1c(SCC(=O)Nc2cccc(S(N)(=O)=O)c2)nc2sc(C)c(C)c2c1=O,-11.8%,10.6%,5.3%,·,2.5,-2.4%,7.2,5.9%
CCOC(=O)c1cc(S(=O)(=O)N2CCN(c3cc(Cl)ccc3C)CC2)[nH]n1,·,-92.4%[inhibitor],·,9.0%,-20.7,·,·,-14.6%
Cc1nnc(-c2cccc(Br)c2)c2cn(-c3ccccc3Cl)nc12,9.5%,10µM*,7.0%,36.9%,0.9,-1.8%,2.0,5.8%
Clc1ccc(CNCc2cccs2)c(Cl)c1,-1.4%,-2.2%,1.6%,-3.6%,-5.1,19.5%,-14.6,14.6%
N#Cc1ccc(N2CCOCC2)nc1,1.2%,-3.8%,5.2%,0.8%,-2.6,0.7%,11.8,2.4%
COc1ccc(-c2ccc(S(=O)(=O)n3nc(OC(=O)c4cccs4)cc3N)cc2)cc1,16.0%,6.6%,4.3%,35.1%,9.6,-25.1%,0.0,2.6%
CC(=O)c1ccc(N2CCN(C(=O)c3cc(C)on3)CC2)cc1,0.6%,-4.5%,1.5%,31.3%,10.3,19.4%,15.9,6.8%
CCOC(=O)c1ccccc1NC(=O)Cc1ccccc1OC,-2.9%,-19.2%,0.6%,23.5%,18.3,-0.2%,-16.4,0.8%
CCn1nc(C)c(/C=N\NC(=O)c2ccc3c(c2)OCO3)c1C,-5.6%,12.1%,-3.2%,8.7%,-4.1,12.0%,-3.5,0.3%
Cc1ccc(S(=O)(=O)N2CCC(C(=O)N3CCC[C@H]3C(=O)NCC(C)C)CC2)cc1,1.8%,1.7%,-1.3%,-17.5%,1.0,0.8%,5.4,-5.1%

Quoted at random: 4 compounds from above
smiles,aSyn yeast inh,TDP43 rescue,EPAC2 agonist,FUS yeast rescue,DRD3 agonist,EPAC2 antag,D3 antag,Abeta yeast res
O=C(COc1cc([N+](=O)[O-])cc2cccnc12)NCCC1=CCCCC1,4.0%,12.5%,2.4%,4.2%,-5.0,-4.7%,-4.8,-2.5%
Cc1csc(Sc2ccc(C(=O)OCC(=O)Nc3ccc(F)cc3[N+](=O)[O-])cc2[N+](=O)[O-])n1,9.6%,-3.6%,13.9%,6.4%,-8.2,0.7%,-0.7,-7.7%
COc1ccc(C(=O)N2CCN(c3nc4c(OC)cccc4s3)CC2)cc1OC,·,16.3%,·,18.1%,-0.4,·,·,7.9%
CSc1ncccc1C(=O)OCn1nnc2ccccc2c1=O,?,?,12.2%,?,7.5,2.0%,17.8,-71.7%[inhibitor]

Further compounds
smiles,aSyn yeast inh,TDP43 rescue,EPAC2 agonist,FUS yeast rescue,DRD3 agonist,EPAC2 antag,D3 antag,Abeta yeast res
Cc1cc2cc(CNC(=O)c3ccc(S(=O)(=O)N4CCOCC4)cc3)ccc2[nH]1,7.8%,7.9%,1.5%,34.1%,4.0,3.9%,?,-4.5%
CCCNC(=O)C(Sc1ccccc1)c1ccccc1 (stereo unspecified),3.1%,?,-1.6%,6.3%,3.3,12.7%,9.7,?
Cc1ccc2c(c1)c(N=Nc1ccc([N+](=O)[O-])cc1)c(O)n2C,2.0%,-24.6%,-8.8%,27.4%,3.9,0.2%,-1.3,-22.1%
CCOC(=O)[C@]12CCCC=C1N(Cc1ccc3c(c1)OCO3)C(=O)[C@H](CC(=O)N1CCN(C(=O)c3ccco3)CC1)C2,?,10.0%,6.0%,41.7%,-6.3,3.5%,-0.9,-10.7%
Oc1ccc(N=Nc2ccccc2)o1,-49.4%[inhibitor],?,9.1%,-10.6%,-5.2,7.9%,?,-76.5%[inhibitor]
O=C(CCC1N=C2c3ccccc3N=C(SCC(=O)Nc3ccccc3F)N2C1=O)NCc1ccco1 (stereo unspecified),·,-3.7%,·,14.7%,9.5,·,·,-4.5%
CN(C)c1ccc(/C=N/NC(=O)CNC(=O)c2ccc3c(c2)OCCO3)cc1,-11.6%,22.4%,10.5%,22.7%,-4.0,-0.2%,-13.1,-15.8%
Cn1c(=NC(=O)CCl)sc2ccccc21,-0.8%,?,1.7%,·,-2.5,24.7%,0.1,-8.0%
Cc1cc(C)cc(OCCN2CCOCC2)c1,-1.6%,-7.8%,9.4%,-15.3%,-17.3,-1.9%,-29.9,4.0%
COc1cc(OC)c(NC(=O)c2c(-c3ccccc3)noc2C)cc1Cl,-25.4%,-20.1%,10.0%,19.5%,-2.8,-0.3%,?,3.0%
CC(C)CNC(=O)c1ccccc1N(Cc1ccccc1)S(C)(=O)=O,0.0%,-2.6%,11.9%,1.4%,6.1,4.4%,-1.8,7.4%
O=C(c1ccc2c(c1)OCO2)[C@@H]1[C@@H]2C(=O)N(C3CCCCC3)C(=O)[C@@H]2C2c3ccccc3C=CN21 (stereo partly specified),-0.7%,-18.8%,4.0%,?,-2.0,9.7%,-26.4,-15.7%
COC(=O)c1cn(NC(=O)Cc2ccc(Cl)cc2)c(=O)c2ccccc12,1.9%,3.9%,-5.9%,·,5.7,6.3%,-1.0,10.5%
CCN(C(=O)c1cc2ccccc2oc1=O)c1cccc(C)c1,16.3%,-10.4%,13.7%,3.1%,-9.3,6.3%,8.2,-10.8%
C=CCn1c(SC(C)C(=O)NCc2ccc3c(c2)OCO3)nnc1C1CCCCC1 (stereo unspecified),3.7%,-9.2%,2.2%,8.8%,2.8,4.7%,1.9,-2.6%
O=C(Cn1nc(C(=O)O)c2ccccc2c1=O)Nc1ccc(Br)cc1,-1.6%,-5.8%,8.9%,36.0%,-2.1,-1.1%,-21.6,-16.6%
Nc1[nH]c(=O)[nH]c(=O)c1N=Nc1ccc(C(=O)O)cc1,-1.3%,7.6%,-0.7%,9.7%,-6.2,4.0%,-13.4,1.8%
Cn1c(NCc2cccs2)nc2ccccc21,-0.2%,-1.9%,-7.5%,-9.8%,0.2,0.8%,14.5,-4.7%
CN(C(=O)c1ccccc1C(=O)OCC(=O)NCc1cccs1)C1CCCCC1,0.3%,-6.3%[0.397 µM],6.8%,28.7%,-1.2,-8.2%,2.2,-3.4%
CCS(=O)(=O)c1ccc2oc(Nc3ccccc3Cl)nc2c1,-11.2%,-16.3%,-1.5%,20.6%,-4.0,-1.5%,-5.1,-22.3%
O=c1c(Cl)c(N2CCN(c3ccc(F)cc3)CC2)cnn1-c1nc2ccccc2s1,-5.1%,14.4%,2.3%,-14.4%,-2.2,9.9%,14.3,-9.3%
CCCCC(=O)N1CCCC(C(=O)OCC)C1 (stereo unspecified),-0.8%,-4.4%,3.4%,8.8%,0.9,15.5%[57.1 µM],21.6,2.7%
Cc1ccccc1CNC(=O)c1ccc(NC(=O)N2CCCCc3ccccc32)cc1,·,4.8%,·,3.2%,0.0,·,·,-13.8%
COc1cccc(NC(=O)CC2C(=O)NC3CCCCC3N2C(=O)c2ccccc2)c1 (stereo unspecified),3.4%,-13.1%,8.2%,11.6%,4.5,4.1%,0.4,-2.6%
CCOc1ccc(N(C(C)C(=O)NCCSc2ccc(Cl)cc2)S(C)(=O)=O)cc1 (stereo unspecified),·,?,·,?,-2.6,·,·,28.9%
COc1ccccc1NC(=O)CN1C(=O)COc2ccc(C)cc21,1.4%,?,7.7%,8.8%,1.5,1.5%,1.6,24.2%
O=C(Nc1nnc(-c2cccs2)o1)c1ccco1,0.0%,6.6%,2.2%,-12.8%,7.1,1.5%,-2.0,-15.4%

This is a subset; rates above refer to the full screens.
